Bioassay records deposited in PubChem by National Center for Advancing Translational Sciences (NCATS).
FLuc modulator = qHTS profiling assay for firefly luciferase inhibitor/activator using purifed enzyme and Km concentrations of substrates (counterscreen for miR-21 project); Potency, µM (titrated, usually from 57.5 µM), for the others: at the top dose activity change, negative = inhibition, actives largely listed as inhibitors; purified FLuc, Km substrates, luminescence inhibition; 360,000 compounds, 6.9% hits; Luciferin 4-monooxygenase (Photinus pyralis), P08659;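 note: potency is the fitted concentration of half-maximal effect; plate controls were vehicle for no effect and reference inhibitor for full effect; nearly all actives have a fitted effect of over 55% in size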
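Purified P. pyralis luciferase (10nM final) with 10uM D-luciferin and 10uM ATP (Km levels) in 50mM Tris acetate pH 7.5, 10mM Mg acetate, 0.01% Tween-20, 0.05% BSA; qHTS 6-point titration, ~60 µM downward; luminescence read.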
Rab9 prom act = qHTS Assay for Rab9 Promoter Activators; Huh7 Rab9 promoter-luciferase reporter, luminescence, 24 h; Potency, µM (top dose mostly 9.22 µM), inactives show top-dose activation, negative = inhibition, most hits filed as activators; 320,000 compounds, 2.8% hits; AID 485297, 2010; note: potency is the fitted concentration of half-maximal effect; % of control where 0% means no effect; nearly all actives have a fitted effect of over 60% in size
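Luciferase signal after 10 min detection reagent at ambient indicates Rab9 promoter upregulation; stably transfected Huh7 cells were treated 24 h with compound in DMSO at 37 °C, 5% CO2.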
BRCA1 expr act = qHTS Assay to Identify Small Molecule Activators of BRCA1 Expression | MCF7-BRCA1-FFLuc reporter, luminescence, 48 h; response scale: scaled: vehicle 0%, 10 µM genistein 100% | Potency, µM (series often up to 46.1 µM), inactives show top-dose activation, most hits filed as activators | 380,000 compounds, 1.1% hits | AID 624202, 2012; note: potency is the fitted concentration of half-maximal effect; nearly all actives have a fitted effect of over 80% in size; some results filed as inactive show a strong effect at the top dose
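MCF7-BRCA1-FFLuc cells, 2000/well in phenol-red-free MEM, attached 2 h then treated 48 h at 37 C. Luciferase luminescence read 15 min after reagent; normalized to genistein maximum activation (10microM) and DMSO, concentration-response fitted.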
Tb PFK inh = qHTS Assay to Find Inhibitors of T. brucei phosphofructokinase. ATP-dependent 6-phosphofructokinase (Trypanosoma brucei brucei), O15648. T. brucei PFK, ADP-Glo luminescence. Potency, µM (top dose mostly 57.5 µM), for the others: at the highest dose activity, negative = inhibition, usual class: inhibitors. 330,000 compounds, 0.17% hits. AID 485367, 2010;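 note: potency is the fitted concentration of half-maximal effect; 0% = uninhibited 1x PFK enzyme wells and -100% = no-enzyme wells; nearly all actives have a fitted effect of over 60% in size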
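Activity is normalized to no-enzyme wells (full inhibition) and 1.25 nM enzyme wells (no inhibition). Reaction: 0.5 mM F6P, 0.1 mM ATP, 45 min RT, ADP-Glo luminescence; concentration-response curves fitted and classed by quality.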
VP16 counter = VP16 counterscreen qHTS for inhibitors of ROR gamma transcriptional activity; 310,000 compounds, 3.5% hits; Potency, µM (doses to about 53.6 µM), without a hit: at the highest dose activity, negative = inhibition, usual class: inhibitors; Drosophila S2 Gal4-VP16 UAS-luciferase, luminescence, 20 h;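 note: Gal4-VP16 expression switched on by copper sulfate through the metallothionein promoter; potency is the fitted concentration of half-maximal effect; % is set by controls: 0 for no effect and ±100 for the full control effect; nearly all actives have a fitted effect of over 50% in size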
p53 reactivation = qHTS assay for re-activators of p53 using a Luc reporter; Potency, µM (series often up to 92.2 µM), for the others: at the highest dose activity change, positive = activation, usual class: activators; 320,000 compounds, 0.063% hits; H1299 p53-A138V BP100-luciferase reporter, luminescence, 24 h; note: potency is the fitted concentration of half-maximal effect; % of control where 0% means no effect; nearly all actives have a fitted effect of over 45% in size
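H1299 (p53-null), stable ts p53-A138V + BP100-Luc; 1000 cells/well, Opti-MEM/10% FBS; cpd 4 pt, 1:5; 24 h, 37 deg C, 5% CO2; detection reagent 10 min RT; luminescence.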
ELG1 genotoxic = qHTS screen for small molecules that induce genotoxicity in human embryonic kidney (HEK293T) cells expressing luciferase-tagged ELG1. HEK293T ELG1-luciferase reporter, luminescence, 16 h. Potency, µM (titrated, usually from 46 µM), without a hit: at the top dose activity change, positive = activation, actives largely listed as activators. 330,000 compounds, 1.3% hits. AID 504466, 2011; note: potency is the fitted concentration of half-maximal effect; % of control where 0% means no effect; nearly all actives have a fitted effect of over 60% in size
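Genotoxic stress is detected as increased luminescence from luciferase-tagged ELG1 in HEK293T cells, measured with ONE-Glo after a 16 hr treatment at 37 °C.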
NPC1 promoter act = qHTS Assay for NPC1 Promoter Activators | Huh7 NPC1 promoter luciferase reporter, 24 h | Potency, µM (series often up to 9.22 µM), for inactives: at the top dose activation, most hits filed as activators | 320,000 compounds, 2.4% hits;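 note: potency is the fitted concentration of half-maximal effect; % of control where 0% means no effect; nearly all actives have a fitted effect of over 60% in size; reporter is driven by a mutant NPC1 promoter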
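Stably transfected Huh7 (NPC1 promoter→luciferase), 1500 cells/well in Opti-MEM + 10% FBS, 2 h settle, then compound 24 h at 37 °C. Luminescence after 10 min with Amplite reagent.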
RORg inh = qHTS for inhibitors of ROR gamma transcriptional activity. Nuclear receptor ROR-gamma (Mus musculus), P51450. Drosophila S2 Gal4-RORgamma UAS-luciferase reporter, 20 h. Potency, µM (doses to about 53.6 µM), for inactives: at the top dose activity change, negative = inhibition, actives largely listed as inhibitors. 310,000 compounds, 5.4% hits. AID 2551, 2010; note: potency is the fitted concentration of half-maximal effect; % is set by controls: 0 for no effect and ±100 for the full control effect; nearly all actives have a fitted effect of over 60% in size
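Drosophila Schneider cells stably carrying a metallothionein-driven Gal4 DBD–ROR gamma fusion and a UAS-Photinus luciferase reporter were exposed to compound for 1 hr, then induced with copper sulfate (700 uM final) for 20 hr at ambient temperature before luminescence reading.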
ELG1 DNA repair = qHTS screen for small molecules that inhibit ELG1-dependent DNA repair in human embryonic kidney (HEK293T) cells expressing luciferase-tagged ELG1; Potency, µM (doses to about 46.1 µM), inactives show at the top dose activity change, negative = inhibition, hits mostly inhibitors; AID 504467, 2011; 330,000 compounds, 2.3% hits; HEK293T ELG1-luciferase reporter, luminescence, 16 h; DNA damage induced by 5-fluorouridine; note: potency is the fitted concentration of half-maximal effect; % is set by controls: 0 for no effect and ±100 for the full control effect; nearly all actives have a fitted effect of over 55% in size
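HEK293T cells expressing luciferase-tagged ELG1 (2,000/well) received 5-Fluorouridine plus compound or DMSO for 16 hr at 37 °C. Luciferase was read by ONE-Glo luminescence after 30 min at room temperature.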
TRPV1 agonist = HTS Assay for Compounds that Act as Agonists of the Vanilloid Receptor 1. Transient receptor potential cation channel subfamily V member 1 (Homo sapiens), Q8NER1. TRPV1-expressing cells, Fluo-8 calcium influx, agonist mode. activation, % at 8.33 µM. 320,000 compounds, 0.19% hits. AID 540275, 2011; in the data active = activation above about 80%; inconclusive = between about 30% and that limit; note: 0% is about no effect
Target sequence (Q8NER1 whole entry, looked up): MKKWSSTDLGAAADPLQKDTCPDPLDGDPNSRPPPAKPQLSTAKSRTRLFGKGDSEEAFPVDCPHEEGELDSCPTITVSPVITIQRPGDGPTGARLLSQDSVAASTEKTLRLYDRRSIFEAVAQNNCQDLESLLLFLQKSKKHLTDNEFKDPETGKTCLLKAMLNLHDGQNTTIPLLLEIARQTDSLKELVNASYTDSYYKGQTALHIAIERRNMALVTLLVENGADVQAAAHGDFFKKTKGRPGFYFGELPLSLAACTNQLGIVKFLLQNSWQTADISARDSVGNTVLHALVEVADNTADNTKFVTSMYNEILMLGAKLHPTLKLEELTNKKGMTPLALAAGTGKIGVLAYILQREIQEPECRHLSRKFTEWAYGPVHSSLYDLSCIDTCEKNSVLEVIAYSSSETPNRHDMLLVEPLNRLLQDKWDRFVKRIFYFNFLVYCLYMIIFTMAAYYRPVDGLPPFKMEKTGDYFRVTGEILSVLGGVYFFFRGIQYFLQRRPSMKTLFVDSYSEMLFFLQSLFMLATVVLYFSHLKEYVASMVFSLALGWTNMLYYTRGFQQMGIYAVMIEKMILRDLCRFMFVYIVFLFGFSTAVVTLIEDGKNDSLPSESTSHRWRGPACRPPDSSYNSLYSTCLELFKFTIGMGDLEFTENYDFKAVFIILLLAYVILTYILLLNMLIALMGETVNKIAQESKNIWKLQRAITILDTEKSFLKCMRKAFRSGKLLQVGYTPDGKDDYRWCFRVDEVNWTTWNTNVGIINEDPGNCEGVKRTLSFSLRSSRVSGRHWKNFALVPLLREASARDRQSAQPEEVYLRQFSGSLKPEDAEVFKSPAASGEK
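Cells expressing TRPV1 were dye-loaded with Fluo-8 and read kinetically: 10 s baseline, 3 min after compound (agonist portion), then 2 min after EC20 capsaicin (allosteric enhancer portion). Calcium-bound dye fluorescence at 480/520 nm.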
Active calls of the source: *; ? = inconclusive; . = no result given; & = joins results of further samples; [ ] = dose if it differs, or a comment. Unless noted, calls come from the whole dose curve; as a rule, active = well fitted curve in the direction sought with a large enough effect; inconclusive = small, poorly fitted or top-dose-only effect, or another doubt; inactive = no such curve, though single readings can be large; an effect the other way counts as inactive or inconclusive. Compounds were not picked by outcome; overall some 15% were active at least once.

SMILES | FLuc modulator | Rab9 prom act | BRCA1 expr act | Tb PFK inh | VP16 counter | p53 reactivation | ELG1 genotoxic | NPC1 promoter act | RORg inh | ELG1 DNA repair | TRPV1 agonist
CCOc1ccccc1NC(=O)NC1(C(=O)N2CCN3CCCC3C2)CCCCC1 (centres undefined) | 0% | 4% | 0% | -5% | 3% | 0% | 3% | 0% | -7% | 7% | 1
CCCCn1c(N)c(Sc2ccc(C)cc2)c(=O)[nH]c1=O | -1% | 4% | -26% | -10% | 2% | -3% | -2% | 4% | 19% | -1% | 9
CCN(CC)C(=O)C(=O)Nc1ccc(OC)c(Cl)c1 | -8% | 7% | 2% | 3% | 27% | 2% | 12% | 7% | 29% | ? | 7
Cc1cccc(N(Cc2ccccc2)C(=O)c2cccc(S(=O)(=O)N3CC(C)OC(C)C3)c2)c1 (centres undefined) | 3% | -3% | -48% | 0% | . | 4% | -5% | 2% | . | ? | 4
CCOc1ccc(C=NNc2ccc(S(=O)(=O)Nc3ccccc3C(=O)O)cc2[N+](=O)[O-])cc1OC | . | . | 8% | ? | . | -8% | 3% | . | . | 1% | .
CC(=O)Nc1ccc(NC(=O)c2cccc3c2-c2ccccc2C3=O)cc1 | -13% | 10% | -24% | 7% | -8% | -1% | 0% | -7% | ? | -5% | 6
C/C(=N\NC(=O)c1cccc(S(=O)(=O)N2CCCC2)c1)c1ccc(C)cc1 | -4% | -3% | -17% | -10% | . | -9% | -5% | -2% | . | ? | ?
CCOc1ccccc1NC(=O)Nc1cc(S(=O)(=O)N(C)C)ccc1C | 2% | -7% | -4% | 5% | -8% | 8% | 9% | -3% | -20% | ? | 3
O=S(=O)(CCc1nc2ccccc2s1)c1ccc2ccccc2c1 | ? | 0% | -9% | -8% | -9% | 16% | 16% | -3% | 3% | 15% | -4
COc1ccc(C(=O)Nc2ccccc2C(=O)N/N=C/c2ccncc2)cc1OC | 0.24µM* | ? | 45% | -8% | 5.6µM* | -4% | -4% | 2µM* | 3.5µM* | ? | ?
COc1ccc(-c2c3c(nc4sc(C(=O)Nc5cc(C)on5)c(N)c24)CCC3)cc1 | 4% | 0% | -53% | 8% | ? | -4% | -1% | -3% | ? | ? | -1
O=C(CSc1cc(Cl)ccc1Cl)NC1CCCC1 | 3% | -1% | -13% | -2% | -1% | -3% | 0% | 1% | -15% | -13% | 10
COc1cccc(C(=S)N2CCOCC2)c1OS(=O)(=O)c1ccc(Cl)cc1 | -5% | 10% | -34% | 0% | -5% | -8% | -13% | 0% | -17% | -12% | 16
COc1ccc(NC(=O)c2cccc(NC(=O)c3ccccc3)c2)cc1 | ? | ? | ? | 1% | 27% | . | 4% | ? | ? | 23% | 3
CC(=O)N1CCc2cc(S(=O)(=O)CCC(=O)NCCc3ccc(Cl)cc3)ccc21 | 6% | -4% | -11% | 2% | 12% | -11% | -2% | -1% | -1% | 1% | 8
CCOc1ccc(S(=O)(=O)Nc2ccccc2C(=O)N2CCOCC2)cc1 | -2% | 0% | -4% | 0% | 1% | 0% | 1% | -8% | 16% | 5% | 0
COc1ccc(N2C(=O)[C@@H]3[C@H](C2=O)[C@H](C(C)=O)N2c4ccccc4C=C[C@@H]32)cc1 | -16% | -4% | -21% | 0% | 4% | 1% | -3% | 2% | 14% | ? | 2
O=C(Nc1ccccc1)c1ccc(OC(=O)c2ccccc2)cc1 | -14% | 2% | 81% | 0% | 5% | 10% | 16% | -5% | 6% | ? | 14
CCO[C@H]1OC(C(=O)O)=C[C@@H](C2CCCCC2)[C@@H]1CCCO | 3% | 7% | 3% | -4% | -3% | 4% | -1% | 0% | 0% | 0% | -3
Clc1cccc(Cl)c1CO/N=C/c1c(-c2ccccc2)nc2n1CCS2 | 1% | -5% | 0%[1.84 µM] | -2% | -2% | -4% | 0% | 2% | 7.1µM* | -27% | .
CCOc1ncccc1C(=O)OCC(=O)Nc1ccc2c(c1)OCO2 | -12% | 1% | 8% | 0% | 5% | 18% | 0% | 1% | 43% | -6% | 1
CC(=O)c1cccc(NS(=O)(=O)c2ccc(N/C=C\C(=O)c3ccc(C)cc3)cc2)c1 | 5% | -4% | -15% | 1% | ? | ? | 2% | -13% | -35% | ? | 0
Cc1[nH]n(-c2ccc([N+](=O)[O-])cc2)c(=O)c1C=NCC1CCCO1 (centres undefined) | ? | ? | 51% | -3% | -2% | 5% | ? | 23% | -5% | ? | 2
COc1ccc(N2CCN(C(=O)Cn3cnc4c(cnn4-c4ccccc4)c3=O)CC2)cc1 | 2% | -3% | 3% | -4% | 2% | -5% | 15% | -5% | 3% | ? | 1
CCCn1nc(NC(C)=O)c2cc3cccc(C)c3nc21 | -2% | -8% | -39% | 15% | 4% | -9% | 0% | 1% | -9% | ? | 10
COc1cc(O)c(C(CCN2CCCCC2)c2ccc3c(c2)OCO3)c(OC)c1 (centres undefined) | -1% | -12% | -30% | -11% | 3%&-7% | 0% | 0% | 0% | -20%&-21% | 12% | 0
Cc1[nH]c2ccccc2c1C(=O)C(=O)NC1CC1 | 9.5µM* | 1.3µM* | 5% | -9% | -15% | 9% | ? | ? | -29% | ? | 82*
Cc1nnc(SC(C)C(=O)Nc2ncc(Cl)cc2Cl)n1Cc1ccccc1 (centres undefined) | -1% | 0% | -11% | 0% | 28µM* | -16% | -1% | 3% | ? | -3% | 5
CN(C(=O)Cn1nnc2ccccc2c1=O)C1CCCCC1 | 0% | -2% | 18% | -2% | -4% | 17% | 4% | -3% | 31% | ? | 2
O=C1CCC([N+](=O)[O-])C(c2ccccc2Br)N1 (centres undefined) | 5% | -51%[inhibitor] | -11% | 5% | . | . | 1% | -2% | . | 11% | 0
COC(=O)c1ccc(NC(=O)C(=O)c2cccn2C)cc1 | 1.9µM* | 0.35µM* | ? | -24% | -22% | 28% | ? | 0.4µM* | -35% | ? | ?
C=CCn1c(SCC(=O)N2CCOCC2)nnc1C(C)NC(=O)c1ccccc1 (centres undefined) | 2% | -1% | 18% | -7% | -1% | 5% | -3% | -2% | -18% | 15% | 1
CCN1CCN(C(=O)C2CCC(=O)N(Cc3cccc(C(F)(F)F)c3)C2)CC1 (centres undefined) | 2% | 0% | -9% | 0% | 1% | 14% | 2% | 3% | 5% | 6% | 5
Cc1ccc(NC(=O)CN(C)C(=O)c2cccnc2Nc2cccc(C(F)(F)F)c2)cc1 | 4% | -8% | -62% | -1% | 13µM* | -45%[inhibitor] | -10% | -3% | ? | ? | 5
CCn1c(SCC(=O)O)nnc1-c1ccccc1OC | 13µM* | 3.2µM* | -5% | -1% | -2% | 5% | 23µM* | 4.5µM* | 13% | ? | ?
Cc1ccc2nc(SCC(=O)c3ccc4c(c3)NC(=O)CO4)[nH]c2c1 | 0% | 0% | -49% | -3% | 3% | -5% | 1% | 5% | -12% | 2% | ?
O=C(c1ccco1)N1CCC(c2nc3c(nnn3Cc3ccccc3Cl)c(=O)[nH]2)CC1 | 3% | -6% | -21% | 4% | -9% | -1% | 8% | -5% | ? | 1% | 5
Cc1ccc2c(c1)/C(=C/c1ccccc1F)C(=O)N2 | 1% | -2% | -49% | 0% | -7% | 0% | -2% | 2% | 4% | -3% | 4
COc1ccc(OC)c(S(=O)(=O)NC2CC(=O)N(c3cccc(F)c3)C2)c1 (centres undefined) | -2% | -6% | 11% | -1% | . | 8% | 3% | -7% | . | ? | -1
CN1CCN(C(=O)c2ccc(COc3ccc(C(C)(C)C)cc3)o2)CC1 | 8.5µM* | ? | 3.5µM* | -1% | ? | 11% | 6% | ? | ? | ? | 12
COC(=O)Cn1c(N2CCCC2)nc2c1c(=O)n(C)c(=O)n2C | 7% | -2% | 5% | 4% | 0% | . | -3% | -1% | 8% | 0% | 10
